Tau FP inhib = qHTS for Inhibitors of Tau Fibril Formation, Fluorescence Polarization. 280,000 compounds, 0.39% hits. K18 P301L tau heparin fibrillization, Alexa594 FP, 6 h. Potency, µM (highest dose often 57.7 µM), for inactives: at the highest dose activity, negative = inhibition, hits mostly inhibitors; further: on the % scale 0 is the no-effect control and ±100 the full control effect; nearly all actives have a fitted effect of over 55% in size
Target sequence (P10636 561-689 P618L limits assumed): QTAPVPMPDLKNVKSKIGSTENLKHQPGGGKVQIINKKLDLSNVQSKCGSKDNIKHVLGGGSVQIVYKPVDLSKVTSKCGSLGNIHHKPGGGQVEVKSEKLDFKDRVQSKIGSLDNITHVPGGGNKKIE
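Quantitative HTS format: compounds meet 15 uM recombinant K18 P301L tau and Alexa 594-tau tracer in 100 mM sodium acetate pH 7; 20 uM heparin triggers fibrillization at 37 C over 6 hr; FP gives the signal.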
GAA glycogen = qHTS Assay for Inhibitors and Activators of Human alpha-Glucosidase Cleavage of Glycogen; recombinant GAA, glycogen substrate, Amplex Red glucose oxidase fluorescence; Lysosomal alpha-glucosidase (Homo sapiens), P10253; 300,000 compounds, 0.38% hits; AID 2100, 2009; Potency, µM (highest dose often 76.4 µM), for the others: at the highest dose activity change, negative = inhibition, most hits filed as inhibitors;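 further: 0% = full enzyme reaction and -100% = no-enzyme basal signal; the screen sought inhibitors and activators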
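Recombinant human enzyme (4 nM); glycogen substrate; 37 C, 40 min, pH 5.0. Readout: coupled glucose oxidase/Amplex Red fluorescence.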
HTT cytoprotect = qHTS Multiplex Assay to Identify Dual Action Probes in a Cell Model of Huntington: Cytoprotection (ATP); PC12 HTT-Q103 induced, cytoprotection, ATP luminescence, 40 h; AID 1471, 2008; Potency, µM (titrated, usually from 56.4 µM), without a hit: cytoprotection (ATP increase), most hits filed as activators; 230,000 compounds, 0.14% hits;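 further: % of control where 0% means no effect; nearly all actives have a fitted effect of over 45% in size; toxic huntingtin expression switched on by the ecdysone agonist tebufenozide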
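Rat PC12, Q103 Htt exon1-GFP fusion, ecdysone promoter; tebufenozide inducer 100 nM final; compound titration; qHTS, 1500 cells/well; ATPlite luminescent read.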
aGlu spleen mod = qHTS Assay for Inhibitors and Activators of Human alpha-Glucosidase From Spleen Homogenate | Lysosomal alpha-glucosidase (Homo sapiens), P10253 | human spleen homogenate, 4-MU-alpha-glucoside fluorescence | Potency, µM (highest dose often 79.9 µM), for the others: top-dose activity change, negative = inhibition, hits mostly inhibitors | 240,000 compounds, 0.006% hits | AID 2112, 2009;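 further: 0% = enzyme with vehicle and -100% = no enzyme basal signal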
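Enzyme source: human spleen homogenate, 1 ug/well. Buffer 50 mM citric acid/K phosphate pH 5.0, 0.01% Tween-20. 4-MU-alpha-glucoside 1 mM; 37 C x 40 min; NaOH/glycine stop; fluorescence.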
GLA spleen mod = qHTS Assay for Inhibitors and Activators of Human alpha-Galactosidase From Spleen Homogenate; AID 2107, 2009; Potency, µM (titrated, usually from 80 µM), for the others: at the highest dose activity change, negative = inhibition, hits mostly inhibitors; human spleen homogenate, 4MU-alpha-Gal fluorescence, 40 min; 240,000 compounds, 0.008% hits; Alpha-galactosidase A (Homo sapiens), P06280;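 further: 0% = enzyme with vehicle and -100% = no enzyme basal signal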
Target sequence (P06280 32-429 limits assumed): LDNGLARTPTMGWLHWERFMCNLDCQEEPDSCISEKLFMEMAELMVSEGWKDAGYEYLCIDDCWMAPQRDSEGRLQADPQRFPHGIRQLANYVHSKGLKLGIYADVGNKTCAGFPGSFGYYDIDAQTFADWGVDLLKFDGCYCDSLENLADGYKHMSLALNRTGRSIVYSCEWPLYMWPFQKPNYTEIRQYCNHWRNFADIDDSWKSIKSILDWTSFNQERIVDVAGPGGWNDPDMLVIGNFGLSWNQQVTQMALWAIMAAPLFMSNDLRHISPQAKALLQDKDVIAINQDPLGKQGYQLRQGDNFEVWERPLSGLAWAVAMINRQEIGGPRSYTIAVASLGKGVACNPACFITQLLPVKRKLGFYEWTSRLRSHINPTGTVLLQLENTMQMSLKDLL
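qHTS titration in buffer at pH 5.0. Alpha-galactosidase activity in spleen homogenate was measured via 4-methylumbelliferone release from 1 mM fluorogenic substrate after 40 min at 37C and a pH 10 stop. AC50 came from Hill fits of control-normalized data.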
GAA inh = qHTS Assay for Inhibitors of Human alpha-Glucosidase as a Potential Chaperone Treatment of Pompe Disease; 200,000 compounds, 0.005% hits; Lysosomal alpha-glucosidase (Homo sapiens), P10253; Potency, µM (highest dose often 76.9 µM), for the others: top-dose activity change, negative = inhibition, most hits filed as inhibitors; AID 1466, 2008; purified human GAA, 4-MU-alpha-glucoside fluorescence;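 further: plate controls were uninhibited enzyme wells for no effect and no-enzyme background for full effect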
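qHTS format, compound range up to 77 uM. Human lysosomal enzyme at 4 nM, 400 uM 4-MU glucoside substrate, pH 5.0, 20 min room temperature; fluorescence after alkaline stop gives activity normalized to controls.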
Tau fluor counter = Counterscreen qHTS for Inhibitors of Tau Fibril Formation, Fluorescence Polarization; tau K18 P301L Alexa594 fluorescence, heparin fibrillization; Potency, µM (titrated, usually from 57.7 µM), for the others: at the highest dose activity change, negative = decrease; 280,000 compounds, 0.93% hits; AID 1463, 2008; further: on the % scale 0 is the no-effect control and ±100 the full control effect; nearly all actives have a fitted effect of over 55% in size
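Human K18 P301L tau (15 uM unlabeled plus 0.24 uM Alexa 594-labeled, final) in 100 mM sodium acetate pH 7 was mixed with compound and 20 uM heparin and incubated 6 hr at 37 C.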
Tau fibril ThT = qHTS for Inhibitors of Tau Fibril Formation, Thioflavin T Binding; Microtubule-associated protein tau (Homo sapiens), P10636; recombinant tau K18 P301L, heparin-induced fibrillization, ThT fluorescence; Potency, µM (top dose mostly 57.4 µM), inactives show at the highest dose activity, negative = inhibition, hits mostly inhibitors; 270,000 compounds, 2.1% hits; AID 1460, 2008; further: on the % scale 0 is the no-effect control and ±100 the full control effect; nearly all actives have a fitted effect of over 55% in size
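Using a mix of unlabeled (15 uM) and Alexa 594-labeled (0.24 uM) tau K18 P301L, heparin-triggered fibrillization over 6 hr at 37 C was scored by ThT fluorescence.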
* hit, by the source's call; u = inconclusive; x = not tested or not shown; & = joins results of further samples; [ ] = dose if it differs, or a comment. The call rests on the fitted dose curve; in most records, active means well fitted curve in the direction sought with a large enough effect; inconclusive means small, poorly fitted or top-dose-only effect, or another doubt; inactive means no such curve, though single readings can be large; an effect the other way counts as inactive or inconclusive. Potency means the concentration at half of the fitted maximal effect.

SMILES	Tau FP inhib	GAA glycogen	HTT cytoprotect	aGlu spleen mod	GLA spleen mod	GAA inh	Tau fluor counter	Tau fibril ThT
CCN(CC)C(=O)Cn1cc(SCC(=O)Nc2ccccc2C)c2ccccc21	-1%	-1%[76.3 µM]	x	x	x	x	-11%	-5%
COc1ccc(C)cc1N(C)C(=O)c1sc2nc3n(c(=O)c2c1C)CCCCC3	-10%	-12%[76.3 µM]	x	x	x	x	-20%	-7%
O=C(COC(=O)c1ccccc1)Nc1ccccc1N1CCOCC1	3%	-2%	28%[1.9 µM]	2%	8%	-7%	-7%	-6%
Cn1cc(SCC(=O)NCC2CCCO2)c2ccccc21 (configuration not stated)	1%	3%	-3%	-20%	2%	6%	2%	3%
Cc1ccc(S(=O)(=O)Nc2cccnc2Oc2ccc(Cl)cc2)cc1	-3%	-8%	3%[10 µM]	-1%	-8%	-12%	-22%	-7%
CNC(=O)CN(c1ccc(C(C)C)cc1)S(C)(=O)=O	6%	-4%	-6%	1%	5%	4%	-8%	-6%
Cc1ccc2nc(-c3ccc4c(c3)OCCO4)cc(C(=O)O)c2c1	6%	-1%	-56%[inhibitor][10 µM]	-6%	-1%	2%	-1%	-4%
CCOC(=O)/C(C#N)=C/C1=C(N2CCOCC2)C(C)(C)OCC1	0%	0%	-6%[10 µM]	-1%	1%	x	-4%	u
COc1ccc(NC(=O)CC(C)S(=O)(=O)c2cc3c(cc2C)NC(=O)CO3)cc1OC (configuration not stated)	-2%	12%[76.3 µM]	x	x	x	x	3%	3%
CCOc1ccccc1NC(=O)c1cn(C2CCCC2)c(=O)c2c1c1ccccc1n2C	0%	-5%[76.3 µM]	x	x	x	x	-14%	-10%

Part of the list above, with bars between the fields.
Structure | Tau FP inhib | GAA glycogen | HTT cytoprotect | aGlu spleen mod | GLA spleen mod | GAA inh | Tau fluor counter | Tau fibril ThT
COc1ccc(NC(=O)CC(C)S(=O)(=O)c2cc3c(cc2C)NC(=O)CO3)cc1OC (configuration not stated) | -2% | 12%[76.3 µM] | x | x | x | x | 3% | 3%
CCN(CC)C(=O)Cn1cc(SCC(=O)Nc2ccccc2C)c2ccccc21 | -1% | -1%[76.3 µM] | x | x | x | x | -11% | -5%
Cn1cc(SCC(=O)NCC2CCCO2)c2ccccc21 (configuration not stated) | 1% | 3% | -3% | -20% | 2% | 6% | 2% | 3%

The listing continues.
SMILES	Tau FP inhib	GAA glycogen	HTT cytoprotect	aGlu spleen mod	GLA spleen mod	GAA inh	Tau fluor counter	Tau fibril ThT
CCN(CC)CCCN=Cc1c(O)n(Cc2ccccc2)c(=O)c2ccccc12	7%	10%	-3%	11%	17%	-9%	9%	5%
Cc1ccccc1NC(=O)C1CCN(S(=O)(=O)c2c(C)noc2/C=C/c2ccco2)CC1	-14%	17%[76.3 µM]	x	x	x	x	-8%	1%
Cc1ccc(NC(=O)c2cc3nc(-c4ccccc4)cc(-c4ccccc4)n3n2)cc1	-12%	2%[76.3 µM]	x	x	x	x	-22%	-11%
COc1cc(NC(=O)CSc2nccc(=O)[nH]2)c(C)cc1[N+](=O)[O-]	7%	-3%	-17%	-1%	5%	3%	3%	-11%
O=C1c2ccccc2C(=O)N1CCCc1nc(-c2ccccn2)no1	1%	-2%	34%	-2%	1%	-4%	3%	4%
CC(C(=O)Nc1ccc(S(=O)(=O)N2CCOCC2)cc1)N1CCN(c2ccccn2)CC1 (configuration not stated)	5%	-8%	x	5%	8%	-11%	9%	10%
Cn1c(N)c(C(c2ccccc2)c2c(N)n(C)c(=O)n(C)c2=O)c(=O)n(C)c1=O	-5%	8%	7%[10 µM]	-2%	-8%	-1%	8%	7%
COc1cc2ccccc2cc1C(=O)Nc1ccc(N2CCN(C)CC2)cc1	12%	3%	-110%[inhibitor][0.074 µM]	5%	-3%	-3%	u	u
O=C(N1CCOCC1)N1c2ccccc2Sc2ccccc21	8%	7%	-14%	3%	10%	11%	-8%	-4%
O=C(Nc1cccc2nsnc12)c1cccs1	-1%&-5%	0%&8%	-19%&24%	6%&-13%	10%&0%	1%&-13%	-17%&-8%	-30%&-6%
O=C(NN=C1c2ccccc2-c2ccccc21)c1cccc(Br)c1	-4%	18%	-6%[10 µM]	3%	-3%	1%	-6%	-8%
CN1CCN(CC#CCC(O)(c2ccccc2)C2CCCC2)CC1 (configuration not stated)	-5%	1%	15%[10 µM]	-1%	16%	-1%	-4%	-3%
COc1ccccc1N1C(=O)CC(Sc2ncccc2C(=O)O)C1=O (configuration not stated)	2%	4%	29%[10 µM]	2%	4%	-8%	-1%	1%
CCn1c(=O)c2cc(C(=O)Nc3ccccc3OC)sc2c2ccccc21	0%	-1%	-13%[10 µM]	-2%	6%	x	-4%	x
COc1cccc(C(=O)NC2(C(F)(F)F)N=C3SCCN3C2=O)c1 (configuration not stated)	-2%	8%	11%	-7%	0%	-2%	-5%	-2%
Cc1cccc(C(=O)Nc2ccc3nc(SCC(=O)N4CCCC4)sc3c2)c1	-9%	4%[76.3 µM]	x	x	x	x	u	-14%
CCN1/C(=C/c2ccc3cc(C)ccc3[n+]2C)Sc2ccc3sccc3c21	4%	17%	-51%[inhibitor][10 µM]	-3%	-5%	15%	3.2µM*[fluorescent]	1.6µM*
CCOC(=O)c1c(S(=O)(=O)NCC(=O)NCc2cccc(C)c2)c(C)n(C)c1C	0%	0%[76.3 µM]	x	x	x	x	-14%	-7%
CC(C)N(C(=O)CSc1nc2c([nH]1)c(=O)n(C)c(=O)n2C)c1ccccc1	7%	3%	-13%[10 µM]	-4%	6%	5%	4%	-6%
CCN1CCC2(CC1)C(C#N)=C(N)Oc1c2sc2nc(C)cc(C)c12	-8%	-7%	-8%	-7%	-1%	1%	-6%	u
CCOC(=O)c1cnc(C(C)(C)C)[nH]c1=O	9%	6%	-16%[10 µM]	-4%	-9%	0%	6%	-4%
COc1ccc(C/C(N)=N/OC(=O)C(c2ccccc2)c2ccccc2)cc1OC	-1%	-9%	13%	-10%	-11%	2%	9%	11%
Cc1cc(/C=C2\NC(=S)N(C)C2=O)ccc1N1CCCC1	u	-7%	-19%	-5%	-2%	-4%	-28%	u
Cn1cccc1/C=N/N1CCN(c2ccccn2)CC1	1%	0%	0%[0.074 µM]	0%	2%	0%	8%	7%
Cn1c[n+](C)cc1/C=N/O	-9%	8%	28%	-2%	5%	-12%	-4%	-15%
CC(C)Oc1ccc(CNC(=O)Cn2c(-c3cccs3)cc3ccccc32)cc1	-6%	15%[76.3 µM]	x	x	x	x	-2%	7%
CN(CCOc1ccccc1)CC(=O)Nc1ccc([N+](=O)[O-])cc1Cl	-2%	2%	-1%	2%	-1%	2%	-9%	-1%
Cc1ccc(CNC(=O)CSc2ccc(-c3ccccn3)nn2)cc1	-5%	5%	-6%	2%	5%	1%	-3%	-7%
O=C(NCCNC(=O)C1CC2CCC1C2)C1CC2CCC1C2 (configuration not stated)	2%	8%	-19%[0.074 µM]	3%	3%	-10%	-1%	-3%
CCOc1ccc(CN2C(=O)c3ccccc3Sc3ccc(C(=O)NCc4ccc5c(c4)OCO5)cc32)cc1	u	8%[76.3 µM]	x	x	x	x	-18%	0%
O=C(NNc1cccc(Cl)n1)c1cccnc1Cl	4%	-1%	x	-4%	2%	-4%	8%	2%
CC(C)CCN1CCN(Cc2cccc(-n3cccn3)c2)CC1CCO (configuration not stated)	2%	-11%	14%[10 µM]	3%	5%	10%	2%	3%
CC1(C)Oc2ccc(C(=O)NC3CCCC3)cc2N(CC(=O)NC2CCCC2)C1=O	-11%	2%	-21%	3%	7%	u	-9%	-7%
CCC(Sc1nc2c(sc3ccccc32)c(=O)n1CCCC(=O)NC1CCCC1)C(=O)Nc1cccc(OC)c1 (configuration not stated)	-9%	0%[76.3 µM]	x	x	x	x	6%	10%
CCOC(=O)C1=C(C)N=C2SC(CC)C(=O)N2C1c1cccc(F)c1 (configuration not stated)	4%	-12%	5%[10 µM]	1%	12%	-6%	0%	5%
COc1ccc2nc(SCCOC(=O)Nc3ccc(Cl)cc3)nc(C)c2c1	13%	1%	4%[10 µM]	-6%	0%	4%	3%	7%
COC(=O)C1=NNC2(c3ccc(C)cc3)C(=O)N(c3cccc(C)c3C)C(=O)C12 (configuration not stated)	8%	5%	x	-3%	-1%	2%	4%	-3%
CCCN(Cc1ccccc1)S(=O)(=O)c1ccc(N2C(=O)CCC2=O)cc1	0%	-11%	3%	-2%	2%	u	-10%	0%
COc1ccc(NC(=O)c2c[nH]c(=O)n(-c3ccc(C)c(C)c3)c2=O)cc1OC	-4%	-11%	-7%[10 µM]	-1%	5%	x	-9%	-2%
Nc1ccc(Cc2ccc(N)c(O)c2)cc1O	u	u	x	-23%	4%	-10%	u	14µM*
O=C(Nc1cccnc1)c1cccnc1Cl	-8%	-5%	18%[1.9 µM]	-2%	4%	2%	0%	0%
O=C(O)c1ccccc1NSc1ccccc1[N+](=O)[O-]	0%	u	u	-2%	5%	-8%	-17%	u
CC1=C(C2=C(C)C(C(C)C)C3=C(C(=O)C(O)C3O)C2O)C(O)C2=C(C(O)C(O)C2=O)C1C(C)C (configuration not stated)	-4%	x	-5%[1.9 µM]	13%	-1%	x	-11%	u
CC(C)c1ccc(NC(=O)CCNS(=O)(=O)c2ccc3c(c2)oc(=O)n3C)cc1	-6%	10%[76.3 µM]	x	x	x	x	-11%	7%
NCCCC[C@@H]1NC(=O)c2cc([N+](=O)[O-])cc(I)c2SC[C@@H](C(=O)NCC(N)=O)NC(=O)CNC1=O	0%	8%	x	7%	4%	-3%	-12%	-12%

From PubChem
